Assay outcomes from PubChem BioAssay.
Cycloheximide cs: counter-screen for Shiga toxin inhibitors: cycloheximide protein synthesis inhibition | cell reporter, cycloheximide protein synthesis inhibition counterscreen | max response, % | 300,000 tested, 12% active | AID 2314; in the data active = max response mostly above about 13%, no sharp cut-off; inactive = mostly below about 14%; also: read at 38.3 µM for the half of the compounds with a filed dose; 0% is about no effect
AmpC inh no detg: AmpC beta-lactamase inhibition without detergent. P00811. AmpC nitrocefin hydrolysis, absorbance 480 nm, 0.0001% Triton. Potency, µM (top dose mostly 57.1 µM), inactives show at the top dose activity change, negative = inhibition, hits mostly inhibitors. 330,000 tested, 0.52% active. AID 485341;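 also: potency is read from the fitted curve at half-maximal effect; plate controls were no compound for no effect and no enzyme for full effect; nearly all actives have a fitted effect of over 20% in size; some results filed as inactive show a strong effect at the top dose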
Target sequence (P00811 whole entry, looked up): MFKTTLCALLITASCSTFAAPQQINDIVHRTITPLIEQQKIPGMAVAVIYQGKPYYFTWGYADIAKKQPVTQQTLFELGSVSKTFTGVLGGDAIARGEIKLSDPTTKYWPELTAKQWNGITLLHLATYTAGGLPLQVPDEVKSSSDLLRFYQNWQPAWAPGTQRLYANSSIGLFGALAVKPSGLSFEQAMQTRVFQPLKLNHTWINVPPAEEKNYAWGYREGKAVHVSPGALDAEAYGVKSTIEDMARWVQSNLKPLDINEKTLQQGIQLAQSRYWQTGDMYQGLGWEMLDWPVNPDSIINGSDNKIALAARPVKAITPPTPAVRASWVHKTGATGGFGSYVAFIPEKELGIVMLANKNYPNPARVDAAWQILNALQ
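AmpC (5.3 nM in the dispensed reagent) in 20 mM phosphate pH 7.0 with 0.01% (detergent screen) or 0.0001% Triton X-100 was preincubated with compounds for 15 min at room temperature. Nitrocefin was then added from an 800 uM solution, and hydrolysis was followed at 480 nm.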
Giardia FBPA inh: Giardia lamblia aldolase inhibition. A8B2U2. purified Giardia FBPA. Potency, µM (doses to about 59.6 µM), inactives show top-dose activity, negative = inhibition, hits mostly inhibitors. 290,000 tested, 0.71% active. AID 2451; also: potency is read from the fitted curve at half-maximal effect; % is scaled to controls: 0 for no effect and ±100 for the full control effect; nearly all actives have a fitted effect of over 55% in size
Target sequence (A8B2U2 whole entry, looked up): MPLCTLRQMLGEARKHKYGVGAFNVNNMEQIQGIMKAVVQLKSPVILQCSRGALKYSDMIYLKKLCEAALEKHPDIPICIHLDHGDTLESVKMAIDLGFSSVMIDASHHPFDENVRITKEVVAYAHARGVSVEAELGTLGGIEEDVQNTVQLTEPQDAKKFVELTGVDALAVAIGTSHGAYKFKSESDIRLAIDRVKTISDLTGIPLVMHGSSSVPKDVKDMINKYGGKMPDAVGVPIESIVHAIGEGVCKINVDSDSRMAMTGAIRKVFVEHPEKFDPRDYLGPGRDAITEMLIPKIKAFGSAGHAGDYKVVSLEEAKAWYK
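40 nM FBPA preincubated 10 min at RT with compound (up to 57.5 uM final), then substrate plus GAPDH/TPI/NAD/arsenate coupling and diaphorase/resazurin added. Fluorescence read after 20 min at RT, 525/598 nm.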
AMA1-RON2 inh: AMA1-RON2 (P. falciparum) interaction inhibition | Potency, µM (doses to about 58.2 µM), for the others: at the highest dose activity change, negative = inhibition, actives largely listed as inhibitors | AID 720542 | 360,000 tested, 0.2% active | AlphaScreen AMA1-biotinylated RON2 peptide binding;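 also: potency is read from the fitted curve at half-maximal effect; 0% = vehicle wells and -100% = peptide control; nearly all actives have a fitted effect of over 45% in size; some results filed as inactive show a strong effect at the top dose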
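AMA1 (3D7) with his tag at 25 nM final met compounds first, then biotinylated RON2 peptide at 25 nM; detection used donor plus acceptor beads, 10 µg/mL apiece, read by AlphaScreen after 30 min at room temperature.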
HCMV antiviral: human cytomegalovirus inhibition. HFF cells, HCMV-luciferase reporter, 72 h; active compounds read low. activity change, negative = inhibition, % at 57.5 µM. 410,000 tested, 4.5% active; in the data active = activity change below about -60%; inconclusive = no clear call, values can overlap the other calls; inactive = above about -39%; also: % is scaled to controls: 0 for no effect and ±100 for the full control effect
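Two compound doses tested in HFFs infected with HCMV-luciferase, MOI 1 PFU/cell, 72 h at 37C. Lysate luminescence read with OneGlo; data normalized against buffer-only and 10uM Salinomycin inhibitor controls.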
Shiga toxin inh: blocks Shiga toxin action in Vero cells. inhibition, % at 38.7 µM. 290,000 tested, 9.2% active. Vero cells, Shiga toxin protein synthesis inhibition reporter. AID 2315; in the data active = inhibition mostly above about 28%, no sharp cut-off; inactive = mostly below about 43%; also: 0% is about no effect
AmpC inh detg: inhibitors of E. coli AmpC beta-lactamase with detergent; P00811; AmpC hydrolysis of nitrocefin, absorbance 480 nm, 0.01% Triton; Potency, µM (top dose mostly 114 µM), for inactives: at the highest dose activity change, negative = inhibition, usual class: inhibitors; 370,000 tested, 0.041% active; AID 485294;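 also: potency is read from the fitted curve at half-maximal effect; 0% = no-compound wells and -100% = no-enzyme wells; nearly all actives have a fitted effect of over 25% in size; some results filed as inactive show a strong effect at the top dose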
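20 mM phosphate pH 7.0 + 0.01% (detergent screen) or 0.0001% Triton X-100; 5.3 nM AmpC reagent; cpd preinc 15 min RT; nitrocefin (800 uM stock) to start; A480 q20 s × 4 min; Activity was normalised to no-enzyme and no-compound control wells.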
An asterisk follows results filed as active; ? = inconclusive; . = no result given; & = joins results of further samples; [ ] = remark or other dose. Unless noted, calls follow the shape of the dose curve; as a rule, active = well fitted curve in the direction sought with a large enough effect; inconclusive = small, poorly fitted or top-dose-only effect, or another doubt; inactive = no such curve, though single readings can be large; an effect the other way counts as inactive or inconclusive. Rows are unselected. Share with any hit: about 16%.

SMILES | Cycloheximide cs | AmpC inh no detg | Giardia FBPA inh | AMA1-RON2 inh | HCMV antiviral | Shiga toxin inh | AmpC inh detg
CC1CCN(C(=O)CCNS(=O)(=O)c2ccc3c(c2)c(=O)n(C)c(=O)n3C)CC1 | -4 | -2% | -1% | -3% | -26 | 0 | -7%
CC(C)(C)OC(=O)NNC(=O)c1cccs1 | -2 | -17% | 4% | 0% | 0 | 76 | -2%
Cc1cccc(Nc2nc(-c3ccc(F)cc3)cs2)n1 | 46* | -32% | -2% | -8% | 255 | 105* | -9%
CCOC(=O)C1(O)CC(C)=NN1C(=O)c1cccc(Cl)c1 (stereo unspecified) | 4 | -1% | 0% | 6% | 61 | 5 | 5%
CC(=O)N1CCCc2cc(S(=O)(=O)CCC(=O)N3CCN(c4ccccc4)CC3)ccc21 | -5 | 48% | 4% | -2% | -21 | -6 | -11%
COc1ccc(CNC(=O)C/C(C)=N/NC(=O)COc2ccc(C)cc2Br)cc1 | -1 | 83%[activator] | 0% | 49%[activator] | ? | -10 | 9%
O=C(Oc1ccc2ccc(OC(=O)N3CCOCC3)cc2c1)N1CCOCC1 | 11* | -5% | 2% | -7% | 4 | 23 | 4%
COCCNC(=O)c1nc2ccccc2s1 | 24 | -2% | 2% | ? | 35 | 44* | -4%
CCOC(=O)N1CCN(c2nc(C)cc(C(F)(F)F)n2)CC1 | -2 | -14% | -1% | -6% | 4 | 5 | -8%
CCOc1ccc(Cc2n[nH]c(=S)n2Cc2ccccc2)cc1 | 8 | -18% | 1% | 78%[activator] | -39 | -2 | 3%
Cc1c(N2C(=O)CSC23C(=O)Nc2ccccc23)c(=O)n(-c2ccccc2)n1C (stereo unspecified) | -4 | -13% | 2% | 3% | 19 | -13 | -1%
Cc1cc([N+](=O)[O-])nn1CC(=O)N(C)Cc1ccccc1 | 1 | 0% | -4% | 16% | 9 | -4 | ?
C/C(=C\C(=O)N1CCc2ccccc21)C(=O)O | -6 | -6% | 0% | -7% | 5 | -21 | ?
Cc1noc(C)c1C(=O)Nc1nc2ccc(S(C)(=O)=O)cc2s1 | 2 | -33% | . | -4% | 112 | 32 | -1%
Fc1ccc(N2CN(Cc3cccnc3)CNC2=S)cc1 | -3 | -3% | 3% | 11% | 46 | -5 | 2%
Cc1ccc(NS(=O)(=O)c2cc(C(=O)OCC(=O)NCC3CCCO3)ccc2C)cc1 (stereo unspecified) | 4 | 4% | -6% | -11% | -12 | 19 | -12%
O=C(NC(=S)Nc1cccnc1)c1ccccc1 | 28* | -9% | 13µM* | -2% | -19 | 71* | -5%
CS(=O)(=O)Cc1ccc(C(=O)N2CCN(C(=O)c3cccs3)CC2)cc1 | . | -27% | . | -4% | -39 | . | .
CC(Oc1ccc(F)cc1)C(O)CCN(C)C (stereo unspecified) | -2 | -15% | 1% | 1% | -28 | -34 | -12%
O=c1ccc(Cc2ccc(Cl)cc2)n[nH]1 | -5 | -6% | 4% | 10% | 9 | -10 | 2%
CCN(CC(=O)Nc1ccc(NC(C)=O)cc1)C(=O)CSCc1c(C)noc1C | . | -24% | . | 11% | -23 | . | -7%
CCC(C)c1ccc(O)c(N)c1 (stereo unspecified) | -1 | -20% | -9% | 42%[activator] | 3 | 20 | ?
COc1ccc(OC)c(C(c2nnnn2C(C)(C)C)N2CCc3ccccc3C2)c1 (stereo unspecified) | -2 | 43% | -20% | -1% | ? | 28 | -16%
CCN1CCN(CCCNC(=O)CS(=O)(=O)Cc2nc(-c3ccccc3C)oc2C)CC1 | -3 | 57% | 2% | -8% | -24&-12 | -13 | -3%&-5%
COc1ccccc1CC(=O)NNS(=O)(=O)c1ccc([N+](=O)[O-])cc1 | 1 | -15% | 6% | -8% | ? | -12 | -4%

Reprinted at random: 5 records from the list, in no set order.
SMILES | Cycloheximide cs | AmpC inh no detg | Giardia FBPA inh | AMA1-RON2 inh | HCMV antiviral | Shiga toxin inh | AmpC inh detg
CC(=O)N1CCCc2cc(S(=O)(=O)CCC(=O)N3CCN(c4ccccc4)CC3)ccc21 | -5 | 48% | 4% | -2% | -21 | -6 | -11%
O=c1ccc(Cc2ccc(Cl)cc2)n[nH]1 | -5 | -6% | 4% | 10% | 9 | -10 | 2%
COCCNC(=O)c1nc2ccccc2s1 | 24 | -2% | 2% | ? | 35 | 44* | -4%
Cc1cc([N+](=O)[O-])nn1CC(=O)N(C)Cc1ccccc1 | 1 | 0% | -4% | 16% | 9 | -4 | ?
COc1ccc(OC)c(C(c2nnnn2C(C)(C)C)N2CCc3ccccc3C2)c1 (stereo unspecified) | -2 | 43% | -20% | -1% | ? | 28 | -16%

Additional records.
SMILES | Cycloheximide cs | AmpC inh no detg | Giardia FBPA inh | AMA1-RON2 inh | HCMV antiviral | Shiga toxin inh | AmpC inh detg
Cc1ccc(S(=O)(=O)c2nc(S(C)(=O)=O)sc2N2CCOCC2)cc1 | 9 | 3% | . | -7% | -38 | -4 | -2%
Cc1ccc(CNc2cc(C(=O)O)ccc2C)s1 | -4 | -4% | 8% | -4% | 45 | -5 | ?
CC(C)C(c1nnnn1Cc1ccccc1)N(CCCO)Cc1cc2cc3c(cc2[nH]c1=O)OCO3 (stereo unspecified) | -3 | 17% | -21% | 33%[activator] | -17 | -5 | -10%
Cc1cc(C)n(CCC(=O)N/N=C/c2ccc(O)cc2)n1 | 7 | -23% | 7% | 10% | 19 | -3 | 2%
c1ccc(C2=NNC(=NCc3ccc4c(c3)OCO4)SC2)cc1 | 18* | -48% | 6% | 21% | -32 | 80* | -10%
CN1/C(=C/C(=O)CSc2ccccc2C(=O)O)C(C)(C)c2ccccc21 | -2 | -19% | 23% | 16% | 20 | -2 | -4%
COc1ccc(S(=O)(=O)N2CC(C(=O)O)Oc3ccc(Cl)cc32)cc1 (stereo unspecified) | -4 | -4% | -9% | -3% | 29 | -5 | -4%
O=C(O)c1ccc(-c2nnc(-c3ccccc3)o2)cc1 | 27* | -3% | -1% | 3% | 44 | 42* | -13%
Oc1ccc(/C=N/Nc2cccc(Cl)n2)c(O)c1 | 42* | -58% | 2% | 58%[activator] | 166 | 47* | ?
Cc1cc(NC(=O)COC(=O)C(Cc2ccccc2)NC(=O)c2ccco2)no1 (stereo unspecified) | -2 | -18% | 0% | -4% | 33 | 18 | ?
CCOC(=O)C(=NCCCN1CCOCC1)NNc1cccc(C(F)(F)F)c1 | -8 | 106%[activator] | -21% | -23% | -24 | 19 | 5%
Cn1ccs/c1=N\C(=O)Nc1cccc(Cl)c1 | 42* | -14% | -7% | -1% | 57 | 71* | 0%
CCNC(=O)CC1C(=O)N(c2ccc(F)cc2)C(=O)N1Cc1ccccn1 (stereo unspecified) | -2 | -16% | 4% | 7% | 20 | -3 | ?
CCc1nc(SCC(=O)O)c2c3c(sc2n1)COC(C)(C)C3 | -2 | -22% | -1% | 1% | 9 | 2 | 3%
C=CCNCCCCOc1ccc(OCC)cc1 | -3 | -17% | -4% | -3% | 40 | -10 | -1%
Cc1nnc(SCC(=O)c2ccc(Cl)cc2)s1 | 43* | -16% | -3% | -12% | ? | 87* | 2%
COc1ccc(-c2ccc(CCC(=O)O)n2CC(=O)Nc2cccc(OC)c2)cc1 | 4 | -33% | 16% | 0% | ? | 24 | 3%
NNC(=O)c1cc2cc(Oc3ccccc3)ccc2[nH]1 | -2 | -49% | 4% | 50%[activator] | 96 | . | -10%
CCNC(=O)c1ccc(N(C)S(=O)(=O)c2cccs2)cc1 | -3 | -3% | -2% | ? | -37 | -10 | 1%
CC(Cc1ccccc1)NC(=O)CC(c1ccccc1)c1ccccc1O (stereo unspecified) | -3 | -24% | 13% | -6% | -21 | -1 | 6%
CN1C(=O)CC(c2ccco2)Sc2ccccc21 (stereo unspecified) | 0 | -2% | 3% | 13% | 128 | 24 | ?
CN(C)c1nc(Cl)nc(N(C#N)CCOc2ccccc2)n1 | -3 | -35% | 2% | 5% | 19 | -12 | ?
O=C(O)CCc1ccc(-c2ccccc2)o1 | 15* | -24% | -1% | 8% | 43 | 6 | ?
NC(=O)C1CCCN(C(=O)c2ccc(Cl)cc2)C1 (stereo unspecified) | -1 | -6% | 4% | -4% | -22 | -7 | 1%
CC(C)(C)OC(=O)C[C@H]1C/C=C\C[C@@H](CC(=O)N[C@@H](CO)Cc2ccccc2)C(=O)N2CCC[C@H]2COC1=O | . | 285%[activator] | . | 15% | 1 | . | .
SMILES | Cycloheximide cs | AmpC inh no detg | Giardia FBPA inh | AMA1-RON2 inh | HCMV antiviral | Shiga toxin inh | AmpC inh detg
O=C(O)CCCN1C(=O)C2C3CC(C2C1=O)C1C(c2ccccc2)c2sc(=O)n(-c4ccccc4)c2SC31 (stereo unspecified) | -4 | 45% | 14% | -6% | -15 | 16 | 4%
COC(=O)CC1(C(=O)OC)Oc2ccc(Br)cc2C(=O)N1c1cc(Cl)c(Cl)cc1Cl (stereo unspecified) | 8 | -1% | -10% | -10% | -17 | -3 | 1%
COC(=O)c1ccc(N(CC(=O)NCC2CCCO2)C(=O)CCC(=O)Nc2cc(C)on2)cc1 (stereo unspecified) | 1 | 5% | 11% | -4% | 14 | 10 | -9%
Cc1nn(C)c(C)c1NS(=O)(=O)c1ccccc1 | -1 | -24% | 8% | 3% | -29 | -18 | ?
C=CCc1ccc(OCC(O)CO)c(OC)c1 (stereo unspecified) | 15 | -1% | 0% | -17% | 10 | -8 | 1%
N#Cc1cc([N+](=O)[O-])ccc1NCC1CCCO1 (stereo unspecified) | -4 | -4% | -5% | -13% | 11 | -6 | -6%
c1ccc(NCC2OCc3ccccc3CO2)cc1 | 43* | -20% | 5% | 16% | ? | 98* | -15%
COc1ccc2c(c1)c1c3n2CCN(C)C3=NCC1 | 1 | -13% | -3% | 2% | 21 | 18 | ?
CC(=O)c1sc(NC(=O)c2c(F)cccc2F)nc1C | 8 | -17% | 4% | -1% | 60 | -7 | -13%
Cc1ccc(N(CCCCN2C(=O)c3ccccc3C2=O)C(=O)c2cccc([N+](=O)[O-])c2)cc1 | 5 | 13% | 4% | -8% | -24 | -23 | -2%
COc1ccc(Cc2nnc(NC(=O)C3CCN(C(=O)c4ccco4)CC3)s2)cc1 | 0 | 70%[activator] | 1% | 14% | -4 | -6 | -4%
CCCCN(CC)CCCNC(=O)c1ccc(CSc2nc3ccncc3[nH]2)cc1 | 4 | -26% | -11% | 11% | -5 | -11 | 4%
O=C(c1ccco1)N1CCN(S(=O)(=O)c2ccc(Oc3ccccc3)cc2)CC1 | 0 | 32% | -8% | -11% | ? | 10 | 2%
N#CCc1c(C#N)c(N)nc(Nc2ccccc2)c1C#N | -1 | -26% | -18% | -14% | -16 | 3 | 4%
Cc1ccc(S(=O)(=O)N2[C@@H](c3cccc(Cl)c3)C(C(=O)O)=CC[C@H]2c2cccs2)cc1 | . | -22% | . | -4% | -10 | . | 0%
O=C(NCCN1CCN(C(=O)Nc2ccccc2)CC1)Nc1ccccc1 | -6 | -15% | -2% | -2% | ? | -13 | -7%
